# From PubChem BioAssay
# PLCb3 inh – blocks human PLC-beta3 enzyme activity | actives 0.18% (n = 370,000) | inhibition, % at 12.2 µM | Q01970 | Purified PLC-beta3, fluorogenic substrate, fluorescence | AID 720704; in the data active means inhibition above about 11%;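 further: 0% = median of compound wells on plate and 100% = full blocker control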
# PLC-gamma1 inh – blocks human PLC-gamma1 enzyme activity; P19174; purified PLC-gamma1, fluorogenic substrate, fluorescence; inhibition, % at 12.2 µM; actives 0.84% (n = 370,000); in the data active means inhibition above about 9.5%
# ASAP1 inh – blocks human ASAP1-stimulated Arf1 GTP hydrolysis; inhibition, % at 16.5 µM; GDP FP detection; actives 0.19% (n = 360,000); in the data active means inhibition above about 25%;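 further: 0% = vehicle with enzyme and substrate and 100% = no enzyme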
# Rev-erbA mod – modulates human Rev-erb alpha binding to DNA | P20393 | Rev-erbα–FITC-DNA binding, fluorescence polarization, 90 min | activity, % at 10 µM | actives 0.79% (n = 370,000) | AID 1259318;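 active means activity above about 14%, limit read from the data; passing the limit was not always enough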;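 further: 0% = DMSO wells with 35 nM protein and 100% = DMSO wells with 750 nM protein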
# ARFGAP1 inh – rat ARFGAP1 inhibition | actives 0.26% (n = 360,000) | inhibition, % at 16.5 µM | Arfgap1-stimulated ARF1 GTP hydrolysis, GDP FP detection | AID 651572;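 active means inhibition above a per-plate limit, mean inhibition of low control wells plus 3 SD, cut at about 25% in these data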;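 further: 0% = DMSO wells with enzyme and 100% = wells lacking Arfgap1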
#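 Material: rat Arfgap1 GAP domain (His6, aa 1-136), purified enzyme. Also added: human ARF1(Δ1-17)-GTP substrate. Compound dosing: 16.5 µM single point, 1.26% DMSO. Timing: enzyme reaction 120 min at 25 °C after 20 min preincubation. Signal: GDP detection by fluorescence polarization. Read-out basis: percent inhibition of GAP-stimulated GDP formation, scaled between DMSO and no-Arfgap1 medians.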
# UHRF1 MBD2 ctr – UHRF1 methyl-DNA binding inhibition | UHRF1 binding to methylated oligo, TR-FRET | Q96T88 | actives 0.75% (n = 370,000) | AID 687016 | inhibition, % at 4.4 µM; in the data active means inhibition above about 21%;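 further: UHRF1 SRA domain binding a hemimethylated CpG hairpin DNA probe; 0% = median of test compound wells and 100% = reference inhibitor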
# Target sequence (Q96T88 whole entry, looked up, the tested form may be a part): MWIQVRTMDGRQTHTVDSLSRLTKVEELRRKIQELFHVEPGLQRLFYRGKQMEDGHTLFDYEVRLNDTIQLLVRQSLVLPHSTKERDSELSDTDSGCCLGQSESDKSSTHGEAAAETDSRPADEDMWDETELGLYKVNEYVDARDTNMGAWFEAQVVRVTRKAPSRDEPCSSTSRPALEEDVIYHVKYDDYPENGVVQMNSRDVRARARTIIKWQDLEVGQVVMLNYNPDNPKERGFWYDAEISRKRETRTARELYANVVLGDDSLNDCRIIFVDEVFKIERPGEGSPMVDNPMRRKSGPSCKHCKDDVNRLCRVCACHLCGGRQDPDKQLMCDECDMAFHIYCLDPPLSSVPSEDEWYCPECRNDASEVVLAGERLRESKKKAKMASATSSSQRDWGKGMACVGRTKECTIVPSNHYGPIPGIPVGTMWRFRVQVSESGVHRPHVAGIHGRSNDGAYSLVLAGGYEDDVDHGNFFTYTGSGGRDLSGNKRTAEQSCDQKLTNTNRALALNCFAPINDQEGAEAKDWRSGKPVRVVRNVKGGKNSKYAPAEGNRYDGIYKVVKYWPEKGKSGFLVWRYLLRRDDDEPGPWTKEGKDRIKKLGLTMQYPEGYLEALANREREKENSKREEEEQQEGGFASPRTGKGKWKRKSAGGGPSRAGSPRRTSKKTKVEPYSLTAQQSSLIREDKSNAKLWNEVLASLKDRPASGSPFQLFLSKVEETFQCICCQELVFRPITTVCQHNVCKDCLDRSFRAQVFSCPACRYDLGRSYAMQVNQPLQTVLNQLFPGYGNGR
# DDE Tn6 FP inh – inhibitors of Tn6 peptide binding to human fibrin DD(E) | inhibition, % at 8.3 µM | actives 0.21% (n = 370,000) | P02675 | Fibrin DD(E) TRITC-Tn6 fluorescence polarization displacement;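 active means inhibition above a per-campaign cutoff: mean of compounds within control limits plus 3 SD, cut at about 15% in these data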;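 further: 0% = median of all compound wells on the plate and 100% = blocking peptide control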
# HGIII-sPLA2 inh – Inhibits HGIII-sPLA2 liposome hydrolysis, primary screen; AID 743126; QFRET BODIPY PC-A2 liposome hydrolysis, fluorescence; inhibition, % at 12.2 µM; Q9NZ20; actives 0.56% (n = 370,000);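 active means inhibition above mean plus 3 SD of compounds lying within the high and low control bounds, cut at about 19% in these data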;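 further: 0% = median of test compound wells and 100% = no enzyme DMSO wells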
# proKLK7 act – activates the human kallikrein-7 zymogen. purified proKLK7, EDANS-DABCYL substrate fluorescence; 100% is mature enzyme control, 0% vehicle. activation, % at 7 µM. actives 0.9% (n = 370,000);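 active means activation above the mean of all tested compounds plus 3 SD, computed per campaign excluding outliers beyond control limits, cut at about 13% in these data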
# Target sequence (P49862 whole entry, looked up): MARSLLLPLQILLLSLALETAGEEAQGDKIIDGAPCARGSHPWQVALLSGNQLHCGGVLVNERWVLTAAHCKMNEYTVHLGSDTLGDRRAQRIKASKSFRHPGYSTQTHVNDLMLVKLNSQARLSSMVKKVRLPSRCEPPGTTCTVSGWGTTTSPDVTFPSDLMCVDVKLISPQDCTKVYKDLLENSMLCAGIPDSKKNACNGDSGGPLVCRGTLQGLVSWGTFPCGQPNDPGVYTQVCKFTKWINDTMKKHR
# DDE Tn7 FP inh – disrupts Tn7 cyclic peptide binding to fibrin D-Dimer-E complex; FP displacement of FITC-Tn7 peptide from fibrin DD(E); 0% = median of compound wells per plate; inhibition, % at 8.3 µM; actives 0.13% (n = 370,000);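 active means inhibition above the mean of compounds falling within the control limits plus 3 SD of them, cut at about 14% in these data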;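 further: 0% = plate median of compound wells and 100% = 10 µM Aha-Tn7 peptide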
#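 Measure: % inhibition scaled between sample-field median and high-control FP; Test system: human fibrin DD(E); Quantity: 2 µM final DD(E) protein; Doses: one dose, 8.3 µM nominal; Schedule: compound with protein 10 min, then 3 h after probe, room temperature; Detection: fluorescence polarization; Medium: Tris buffer with calcium and detergent, pH 7.8.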
# An asterisk follows results filed as active; i = inactive.
PLCb3 inh,PLC-gamma1 inh,ASAP1 inh,Rev-erbA mod,ARFGAP1 inh,UHRF1 MBD2 ctr,DDE Tn6 FP inh,HGIII-sPLA2 inh,proKLK7 act,DDE Tn7 FP inh,canonical_smiles
-1,-1,17,-4,8,-3,10,0,0.5,4,NC(=O)c1cc([N+](=O)[O-])ccc1NCc1cccc2ccccc12
5,2,0,1,-1,-2,3,-3,0.4,3,CCc1cccc(NC(=O)CSC2=NS(=O)(=O)c3ccccc32)c1
-17,-7,9,-2,0,3,1,-34,0.3,6,Cc1ccc(-c2nc3ccc(C)cn3c2Cc2ccccc2C(F)(F)F)cc1
-5,-4,4,-3,8,0,-5,-7,0.3,-11,COc1ccccc1-c1cc(C(=O)NCc2ccco2)no1
-5,-1,7,-4,7,0,7,-1,-0.3,-1,Cn1c(CCN2CCOCC2)nc2cc(NC(=O)COc3ccc([N+](=O)[O-])cc3)ccc21
1,3,8,-2,-1,-2,-5,1,0.7,-5,COc1ccc(NC(=O)CN(c2cccc(C(F)(F)F)c2)S(C)(=O)=O)cc1OC
i,-453,2,1,8,22*,2,12,-2.2,-8,CCCCn1nc(NC(=O)CC)c2cc3cc(OC)ccc3nc21
7,6,-5,-5,2,5,2,9,-0.1,-6,COc1ccc(C2CCCN2C(=S)Nc2c(C)cccc2C)cc1OC (stereo not given)
-4,-2,-4,-4,-2,-1,-5,3,0.0,-3,N#Cc1ccc(C(=O)N2CCN(c3ncccn3)CC2)cc1
-7,-3,5,-4,-8,-1,-2,0,-0.7,2,Cc1ccc(COc2ccc(-c3nnco3)cc2)cc1
-10,3,-6,-5,0,6,-2,17,0.2,0,O=C(c1ccccn1)C1CCCN(Cc2nc(Cc3cccc(F)c3)no2)C1 (stereo not given)
-18,-8,13,-4,-7,-3,-2,-7,-0.1,-1,c1ccc(CNc2nc(-c3cccnc3)nc3ccccc23)cc1
2,-1,2,-1,-1,0,-3,2,0.3,2,C=CCC1(O)C(=O)Nc2ccccc21 (stereo not given)
-3,0,1,4,-2,0,-1,3,-0.2,1,CCN(C(=O)CN1CCN(c2ccccc2F)CC1)c1c(N)n(Cc2ccccc2)c(=O)[nH]c1=O
3,3,13,-2,5,-1,-1,8,0.3,-4,Cc1ccc(NC(=O)c2nc[nH]c2C(=O)NCCCCNC(=O)c2[nH]cnc2C(=O)Nc2ccc(C)cc2)cc1
-7,0,3,0,1,-4,5,17,-0.4,1,O=C(NNC(=S)Nc1cccc(Cl)c1)c1ccccc1
-29,-25,20,1,8,5,31*,14,-0.2,-2,CN(C)c1ccc(/C=C/C=C2/SC(=S)N(c3ccccc3)C2=O)cc1
-3,0,-4,1,9,-1,-4,-5,-1.2,-8,Cc1ccc(S(=O)(=O)CC(=O)Nc2c(C)n(C)n(-c3ccccc3)c2=O)cc1
0,1,1,7,7,-1,1,1,0.4,-1,CC(=O)Nc1cccc(Nc2cc(C)nn2C)c1
0,-1,2,5,3,2,-6,0,0.1,-4,Cc1cc(C(=O)CN2C(=O)NC(C)(CC(C)C)C2=O)c(C)n1-c1ccc2c(c1)OCO2 (stereo not given)
-1,4,-1,-3,7,3,1,-21,0.0,0,COc1cccc(CN(C)C(=O)c2ccc(S(=O)(=O)Nc3cccc(C)c3C)cc2)c1OC
3,4,-2,-2,2,-3,-1,-12,-0.1,-7,COc1ccc(Cl)cc1S(=O)(=O)N1CCC(O)(c2ccc(Cl)cc2)CC1
-11,-2,6,8,-10,-3,-4,-7,-0.2,3,O=C(CC1C(=O)NCCN1Cc1ccc(-c2ccccc2)cc1)NCCc1ccccn1 (stereo not given)
-2,-1,-2,-3,7,-2,12,1,0.8,6,COc1ccc(C(=O)NC2CC(C)(C)NC(C)(C)C2)cc1S(=O)(=O)N1CCOCC1
i,i,11,-2,-13,3,5,2,-46,1,CC(=O)Nc1ccc(C2=NN(c3ccccc3)C(c3cccs3)C2)cc1 (stereo not given)
-7,0,14,-3,9,0,1,-11,0.3,-3,CCOC(=O)C1(Cc2cccc(OC)c2)CCCN(C(=O)c2ccc(OC)o2)C1 (stereo not given)
0,-1,18,2,-2,1,0,2,-0.5,0,Cc1nn(C)c(C)c1NC(=O)CSc1nc(C2CC2)nc2c1cnn2-c1ccccc1
-2,-3,-1,-1,11,0,-6,8,-0.7,4,C=CCN=C(CC)C1=C(O)CCCC1=O
2,3,-14,-1,10,0,4,5,-0.3,6,N#CC1(NC(=O)CSc2nnc(C3CC3)n2N)CCCCC1
-28,-22,6,7,6,-1,0,2,-3.0,5,O=C1C=CC(=O)N1Cc1ccncc1
4,1,-17,-5,8,-2,7,4,0.4,-2,C[C@H]1CN([C@@H](C)CO)C(=O)Cc2cc(NC(=O)CCC(F)(F)F)ccc2O[C@H]1CN(C)C(=O)Nc1ccc(F)cc1
-1,7,16,0,5,3,-1,4,0.4,-2,COCCn1c(Cc2ccccc2)nnc1SCC(=O)N(C)C
-4,1,8,6,-9,1,6,0,0.1,2,CN1CCN(NC(=O)/C=C/c2ccc(C(C)(C)C)cc2)CC1
-4,4,0,-8,0,-2,2,-4,-0.1,0,COc1ccc(S(=O)(=O)N2CCCC(C(=O)NCCc3ccccc3)C2)cc1 (stereo not given)
-4,12*,-17,13,1,0,-4,1,0.1,0,Cc1ccc2c(c1)N(S(=O)(=O)c1ccc(CN3C(=O)c4cccnc4C3=O)s1)CCO2
-35,-23,0,-7,2,1,0,-5,-7.2,2,CC(=O)c1ccc(NC(=O)c2sc3nc(C)c(C)c(C)c3c2N)cc1
i,i,4,-1,3,0,-7,14,62*,-3,CCn1c(=N)c(C(=O)NCCCOC)cc2c(=O)n3cccc(C)c3nc21
-8,-2,4,5,-2,-1,0,0,0.2,2,CN(C)S(=O)(=O)n1cc(/C=C(\NC(=O)c2ccccc2Cl)C(=O)N2CCOCC2)c2ccccc21
6,2,4,-5,-3,2,-5,-1,0.1,-2,Cn1c(=O)c2c(nc(N3CCCCCC3)n2CC(=O)c2ccccc2)n(C)c1=O
-4,3,4,-4,0,3,1,4,0.3,-7,Cc1ccc(OCc2nnc(SC(C)C(=O)O)n2-c2ccccc2)cc1 (stereo not given)
0,-1,2,-5,12,-1,-2,7,0.6,-2,Cc1nc(Oc2ccc(S(=O)(=O)N3CCOCC3)cc2Cl)c2c3c(sc2n1)CCCC3
-332,-303,-6,5,-1,-6,4,3,8.5,8,COc1ccc(/C=C/c2ccncc2)cc1OC
-246,-182,1,9,11,-1,-9,3,-14,-4,COc1ccc2nc(N3CCC(C)CC3)c(C#N)cc2c1
-2,-3,-4,1,16,-2,-2,-7,-0.5,6,Cc1nc2ccc(S(=O)(=O)N(C)CC(=O)N3CCc4ccccc4C3)cc2s1
6,9,0,-1,-3,4,6,0,0.8,-4,O=C(Cc1ccccc1)Nc1ccc(SC(F)F)cc1
3,1,-10,-6,-1,1,6,-5,-0.1,2,COc1ccc2c(c1)CC/C2=N\OC(=O)c1cccc(C)c1
3,3,-4,-3,10,-1,5,7,-0.9,-2,COC(=O)Cc1ccc(NC(C)=O)cc1
2,0,14,-4,-5,-3,-1,4,0.0,-4,CCC(=O)NCCc1nc2cc(NC(=O)c3ccccc3OC)ccc2n1C
-9,0,-16,3,1,0,0,-7,0.0,2,CN(C)S(=O)(=O)c1cccc(N=C2SCCN2Cc2ccccc2)c1
-8,-12,-4,6,3,2,2,3,0.6,-4,CN(C)S(=O)(=O)Nc1ccc(NS(=O)(=O)N(C)C)c(S(=O)(=O)c2ccccc2)c1
-1,1,-4,1,-4,-1,4,-6,-0.1,-4,CCCCCCCCN1C(=O)[C@@H](CC(=O)NCc2ccc(OC)c(OC)c2)C[C@@]2(C(=O)OC)C1=C[C@H](C(C)(C)C)O[C@@H]2C
-147,-116,-4,2,25,4,7,13,0.2,5,Cc1ccccc1NC(=O)c1cc(N)ccc1N1CCCCC1
2,3,-15,8,1,-3,0,0,-0.3,9,COCCOc1cc(N)c(Cl)cc1Cl
-3,-2,-9,-2,2,1,-4,0,-0.3,-3,CCN(CC1CCCO1)C(=O)CCc1nnc(CCc2ccccc2OC)o1 (stereo not given)
3,2,15,-3,-4,-3,1,-14,0.7,3,O=C(CSc1ncn[nH]1)Nc1nc(-c2ccccc2)ns1
11*,1,3,1,-6,-1,1,2,-0.4,3,COc1ccccc1C/C(N)=N/O
0,-2,-2,0,4,-3,8,-7,-0.1,-1,CCCc1c(C(=O)N/N=C(\CC)c2ccccc2)nnn1-c1nonc1N
4,1,2,-3,2,-2,1,-13,0.5,5,Cc1cccc(OCCC(=O)N(C)CC(=O)Nc2cccc3ccccc23)c1
2,0,5,1,14,-1,-1,0,0.3,2,N/C(=N\OC(=O)c1ccco1)c1ccc(Cl)cc1
-3,-7,18,1,-9,-2,-9,-2,-0.2,-5,CCCC(=O)Nc1cccc(-c2nc3ccccc3c(=O)o2)c1

# The list continues.
PLCb3 inh,PLC-gamma1 inh,ASAP1 inh,Rev-erbA mod,ARFGAP1 inh,UHRF1 MBD2 ctr,DDE Tn6 FP inh,HGIII-sPLA2 inh,proKLK7 act,DDE Tn7 FP inh,canonical_smiles
-27,-24,-5,-7,7,-5,2,-19,-0.2,0,O=C(Nc1nc(SCc2ccc(F)cc2)ns1)c1ccco1
-2,-3,-13,5,0,-2,1,6,0.2,0,C/C(=N\NC(=O)Cc1cccn1C)c1cccs1
-1,3,2,-2,-16,3,2,-14,0.0,9,CC1=C(C(=O)N(C(C)C)C(C)C)CC(CC(=O)NC(c2ccccc2)c2ccccc2)C(=O)N1Cc1ccc(C(C)(C)C)cc1 (stereo not given)
-119,-115,-3,-1,2,-1,1,2,7.0,-8,CCN(CC)c1ccc(C2C(C(=O)OCCOC)=C(C)NC3=C2C(=O)CCC3)cc1 (stereo not given)
-7,-2,17,-6,6,-3,2,-10,0.8,4,COc1ccc(Cc2nc3ccc(C(=O)N4CCCCC4CCO)cc3o2)cc1 (stereo not given)
